Screening results (PubChem BioAssay)
PglD DTNB – C. jejuni PglD acetyltransferase inhibitors, primary screen, biochemical, DTNB colorimetric, single point | UDP-N-acetylbacillosamine N-acetyltransferase PglD (Campylobacter jejuni) | purified PglD enzyme, DTNB colorimetric CoA detection | inhibition, % at 12.5 µM | 360,000 compounds, 0.098% hits; in the data active = inhibition above about 16%, passing the limit was not always enough; also: strong numbers were not always called active
C2C12 statin – suppressors of statin myotoxicity in C2C12 myotubes, primary screen, cell-based, single point, plate reader; rescue of ATP level, % at 7.49 µM; C2C12 myotubes + simvastatin, ATP luminescence, 48 h; scaled: DMSO 0, geranylgeraniol control 100; 330,000 compounds, 0.78% hits;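 active = mean ATP rescue above about 67%, or every replicate alone reaching that limit, limit read from the data, passing the limit was not always enough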;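 also: myotubes were challenged with 10 µM simvastatin during compound exposure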
* hit, by the source's call.

Results for CC(=O)Nc1ccc(S(=O)(=O)N(C2=NCC(C)S2)c2ccccc2)cc1 (stereo unspecified) ?
PglD DTNB: 2; C2C12 statin: 10

Results for COc1ccc(/C=C\C(=O)c2c(O)ccc3c(C)cc(=O)oc23)cc1 ?
PglD DTNB: 4; C2C12 statin: 6

What do the screens show for `O=C1C2C3C=CC([C@@H]2C(=O)N1C1CCCCC1)[C@H]1C(=O)N(C2CCCCC2)C(=O)C31` (stereo partly specified)?
PglD DTNB: 5; C2C12 statin: -7

Results for CC1(C)CC(=O)c2sc(NS(=O)(=O)Cc3ccccc3)nc2C1 ?
PglD DTNB: 2; C2C12 statin: 45

Results for CCOC(=O)N1CCC(N(CCCOC)C(=O)Nc2cccc(OC)c2)CC1 ?
PglD DTNB: 5; C2C12 statin: -14

Results for CC1(C)CC(=O)C(C=NCCN2CCN(C(=O)c3ccc(F)cc3)CC2)=C(O)C1 ?
PglD DTNB: -5; C2C12 statin: -3

Results for O=C(O)c1ccccc1C(=O)Nc1nccs1 ?
PglD DTNB: 0; C2C12 statin: 6

What do the screens show for `COc1ccc(CCNC(=O)CCCCCNc2nc(=S)[nH]c3ccccc23)cc1OC`?
PglD DTNB: 0; C2C12 statin: -4

What do the screens show for `CC(=O)c1cccc(NC(=O)CCNS(=O)(=O)c2cccc(C(C)=O)c2)c1`?
PglD DTNB: 8; C2C12 statin: 3

What do the screens show for `COc1ccc2cc(C(=O)NC3CCCCC3)c(=O)oc2c1`?
PglD DTNB: 3; C2C12 statin: -272

How did Cc1[nH]n(-c2ccccc2)c(=O)c1/C=N/NC(=O)c1cccc([N+](=O)[O-])c1 do in these assays?
PglD DTNB: 6; C2C12 statin: -5

Results for CNC(=O)c1sccc1SCc1c(Cl)cccc1Cl ?
PglD DTNB: 4; C2C12 statin: -19

How did Cc1c(C(=O)Oc2cccc3ccccc23)cnn1-c1ccccc1 do in these assays?
PglD DTNB: 2; C2C12 statin: 100*

How did Oc1ccc(/C=C/c2nc(-c3ccccc3O)n(-c3ccccc3)n2)cc1 do in these assays?
PglD DTNB: 0; C2C12 statin: -7

What do the screens show for `COc1cc(-c2csc(C)n2)ccc1O`?
PglD DTNB: 5; C2C12 statin: -13

How did CCOC(=O)N1CCN(S(=O)(=O)c2ccc(C(=O)NNc3nc4ccc(Cl)cc4s3)cc2)CC1 do in these assays?
PglD DTNB: -1; C2C12 statin: 4

How did CC(C)C(=O)c1cc2c(cc1NC(=O)c1cccs1)OCCO2 do in these assays?
PglD DTNB: -3; C2C12 statin: 23

How did CCOC(=O)c1ccc2cccc(C)n2c1=O do in these assays?
PglD DTNB: 0; C2C12 statin: 7

How did O=S(=O)(c1ccc2ccccc2c1)N(CC(O)CN1CCOCC1)c1ccccc1 (stereo unspecified) do in these assays?
PglD DTNB: 2; C2C12 statin: 36

Results for CNC(=O)NCC12CC3CC(CC(C3)C1)C2 ?
PglD DTNB: -1; C2C12 statin: 23

What do the screens show for `O=C(CCn1c(=O)[nH]c2ccccc2c1=O)N1CCN(c2cccc(C(F)(F)F)c2)CC1`?
PglD DTNB: 5; C2C12 statin: 0

What do the screens show for `CCOC(=O)c1ccc(Nc2ncnc3nc[nH]c23)cc1`?
PglD DTNB: 7; C2C12 statin: 1

How did CNC(=O)Nc1cccc(NC(=O)NC)n1 do in these assays?
PglD DTNB: 0; C2C12 statin: -3

How did CC1=CN2CC(O)CN=C2C=C1 (stereo unspecified) do in these assays?
PglD DTNB: -1; C2C12 statin: -8

Random excerpt: five compounds from above.
How did CC(C)C(=O)c1cc2c(cc1NC(=O)c1cccs1)OCCO2 do in these assays?
PglD DTNB: -3; C2C12 statin: 23

Results for CNC(=O)NCC12CC3CC(CC(C3)C1)C2 ?
PglD DTNB: -1; C2C12 statin: 23

What do the screens show for `COc1cc(-c2csc(C)n2)ccc1O`?
PglD DTNB: 5; C2C12 statin: -13

How did O=S(=O)(c1ccc2ccccc2c1)N(CC(O)CN1CCOCC1)c1ccccc1 (stereo unspecified) do in these assays?
PglD DTNB: 2; C2C12 statin: 36

What do the screens show for `O=C(CCn1c(=O)[nH]c2ccccc2c1=O)N1CCN(c2cccc(C(F)(F)F)c2)CC1`?
PglD DTNB: 5; C2C12 statin: 0

The results go on.
What do the screens show for `Cn1c(Cl)c(C(=O)Nc2ccc(Cl)cc2)c2ccccc21`?
PglD DTNB: 1; C2C12 statin: -21

What do the screens show for `COc1ccc(N2CCN(c3ccc(NC(=O)c4ccc5c(c4)OCO5)cc3C#N)CC2)cc1`?
PglD DTNB: 2; C2C12 statin: -20

Results for CCN(CC)CCCN1C(=O)c2oc3ccccc3c(=O)c2C1c1cccnc1 (stereo unspecified) ?
PglD DTNB: -8; C2C12 statin: 23

What do the screens show for `COC(=O)/C=c1/s/c(=C(/C#N)C(=O)NCc2ccccc2)n(-c2ccccc2)c1=O`?
PglD DTNB: 1; C2C12 statin: -3

How did O=C(COC(=O)C1COc2ccccc2O1)Nc1ccc2c(c1)CCC2 (stereo unspecified) do in these assays?
PglD DTNB: -1; C2C12 statin: -13

Results for COc1cc2[nH]c(=O)n(CCC(=O)N3CCN(c4cccc(C)c4C)CC3)c(=O)c2cc1OC ?
PglD DTNB: 5; C2C12 statin: -6

What do the screens show for `COc1cccc(C2NC(=O)c3sc(=S)n(-c4ccccc4)c3N2)c1` (stereo unspecified)?
PglD DTNB: -2; C2C12 statin: 6

How did CC(=O)N1CN(Cc2ccccn2)Cc2c1sc1c2CCCC1 do in these assays?
PglD DTNB: -6; C2C12 statin: 10

What do the screens show for `O=S(=O)(c1ccc(Oc2ccc(S(=O)(=O)N3CCOCC3)cc2)cc1)N1CCOCC1`?
PglD DTNB: -2; C2C12 statin: 13

What do the screens show for `Cc1nnc(-c2cnn(-c3ccccc3)c2N)n1Cc1ccc(F)cc1`?
PglD DTNB: 2; C2C12 statin: 2

Results for CCCCC(CCC(=O)Nc1ccc(C(=O)OC)cc1)C(=O)O (stereo unspecified) ?
PglD DTNB: -6; C2C12 statin: 3

How did O=C(c1cnc2n(c1=O)CCS2)N1CCN(C(c2ccccc2)c2ccc(Cl)cc2)CC1 (stereo unspecified) do in these assays?
PglD DTNB: 2; C2C12 statin: 76*

Results for N#CC1=C(N)N(c2ccccc2)C2=C(C(=O)CCC2)C1c1ccsc1 (stereo unspecified) ?
PglD DTNB: -2; C2C12 statin: 11

What do the screens show for `CCCN(CCC)S(=O)(=O)c1ccc(NS(=O)(=O)c2ccc(F)cc2)cc1`?
PglD DTNB: -3; C2C12 statin: -1

Results for CCOc1ccccc1CNS(=O)(=O)c1ccc2[nH]c(=O)sc2c1 ?
PglD DTNB: 5; C2C12 statin: 14

Results for Cn1c(=O)c2c(nc(NCCCN3CCOCC3)n2Cc2cccc(Cl)c2)n(C)c1=O ?
PglD DTNB: 3; C2C12 statin: 8

Results for CC(C)(C)n1nnnc1C(c1cccs1)N(Cc1ccccc1)Cc1cccnc1 (stereo unspecified) ?
PglD DTNB: 9; C2C12 statin: 124*

What do the screens show for `CCOC(=O)c1cc(-c2ccc(C)cc2)n(CCC(=O)NCCN(C)C)c1C`?
PglD DTNB: 4; C2C12 statin: -12

Results for COC(=O)NC1(C(F)(F)F)NC(=O)N(C2CCCCC2)C1=O (stereo unspecified) ?
PglD DTNB: -1; C2C12 statin: -3

How did O=C(c1ccccc1)N1CCN(C(=O)c2ccccc2)C1c1ccccc1 do in these assays?
PglD DTNB: -3; C2C12 statin: 14

What do the screens show for `Cc1ccc(S(=O)(=O)N2CCN(Cc3nc4sc(C)c(C)c4c(=O)[nH]3)CC2)cc1`?
PglD DTNB: -3; C2C12 statin: 23

What do the screens show for `O=C1C2C3C=CC(c4ccccc4)(C2C(=O)N1c1cccc(Cl)c1)C1C(=O)N(c2cccc(Cl)c2)C(=O)C31` (stereo unspecified)?
PglD DTNB: -12; C2C12 statin: 13

How did COc1ccc(NC(=O)CCN2CCN(S(=O)(=O)c3cc(Cl)ccc3OC)CC2)cc1 do in these assays?
PglD DTNB: -2; C2C12 statin: -1

What do the screens show for `CCOc1ccc(C(=O)N2CCc3cc(OC)c(OC)cc3C2)cc1OCC`?
PglD DTNB: 2; C2C12 statin: 4

Results for CN1C(=O)C2CN(CCc3ccccc3)CNC2N(C)C1=O (stereo unspecified) ?
PglD DTNB: -2; C2C12 statin: -4

How did CN(Cc1ccccc1)C(=O)NC1CCCCC1 do in these assays?
PglD DTNB: 5; C2C12 statin: 5

How did Cc1c(NC(=O)Oc2ccccc2)sc(=S)n1C do in these assays?
PglD DTNB: -1; C2C12 statin: -8

How did COc1ccc(Br)cc1/C=N/NC(=O)c1nc(-c2ccccc2)n2c1CCCCC2 do in these assays?
PglD DTNB: -1; C2C12 statin: -5

How did O=C(NCC(c1cccnc1)N1CCN(c2ccccc2)CC1)c1ccc2c(c1)OCO2 (stereo unspecified) do in these assays?
PglD DTNB: 1; C2C12 statin: 22

How did Cn1cc(SCC(=O)Nc2nc3ccccc3s2)c2ccccc21 do in these assays?
PglD DTNB: 3; C2C12 statin: -96

What do the screens show for `COc1ccc(N(Cc2ccccc2)S(=O)(=O)c2cccc(C(=O)NC3=NCCS3)c2)cc1`?
PglD DTNB: -5; C2C12 statin: -2

What do the screens show for `O=C1C(Cl)=C(N2CCOCC2)C(=O)N1c1ccccc1`?
PglD DTNB: 3; C2C12 statin: 7

Results for Cc1ccc(C)c(NC(=S)NCCN2CCOCC2)c1 ?
PglD DTNB: 0; C2C12 statin: 26

How did Cn1cc(Br)c(C(=O)NC2CCCCC2)n1 do in these assays?
PglD DTNB: -4; C2C12 statin: 1

What do the screens show for `COc1ccc2[nH]c(-c3ccc(C)cc3)cc(=O)c2c1`?
PglD DTNB: -4; C2C12 statin: -3

How did O=C(CCCn1c(=O)oc2ccccc21)N1CCc2ccccc2C1 do in these assays?
PglD DTNB: -1; C2C12 statin: -3

How did N#Cc1c(-c2ccco2)c2c([nH]c1=S)CCCC2 do in these assays?
PglD DTNB: 1; C2C12 statin: 1

How did CCOc1ccc(Cl)cc1S(=O)(=O)n1cnc2ccccc21 do in these assays?
PglD DTNB: -1; C2C12 statin: -8

How did O=C(CN1CCN(S(=O)(=O)c2ccccc2)CC1)NC(=O)NCc1ccccc1 do in these assays?
PglD DTNB: -3; C2C12 statin: 12

What do the screens show for `CC1CCCCC1NS(=O)(=O)c1ccc(-n2cnnn2)cc1` (stereo unspecified)?
PglD DTNB: -3; C2C12 statin: 16

How did COc1ccc(-n2cnnc2)cc1 do in these assays?
PglD DTNB: -12; C2C12 statin: 12

Results for Cc1ccc(-c2nn(CC(=O)NCc3ccco3)c(=O)c3ccccc23)cc1 ?
PglD DTNB: -2; C2C12 statin: -2

How did N#CCOC(=O)c1sccc1-n1cccc1 do in these assays?
PglD DTNB: 6; C2C12 statin: -4

What do the screens show for `CNc1nc(C)c(C(=O)OCc2ccccc2)s1`?
PglD DTNB: -1; C2C12 statin: 2

What do the screens show for `COc1ccc(Cl)cc1NC(=O)N(C)Cc1c(C)nn(C)c1C`?
PglD DTNB: 0; C2C12 statin: 11

Results for CC1CCCC(NC(=O)COC(=O)c2cc(S(=O)(=O)N3CCCCC3)ccc2N2CCOCC2)C1C (stereo unspecified) ?
PglD DTNB: 1; C2C12 statin: 29

Results for O=C1CCCN1CCC1CCN(C2CC(=O)N(c3ccc(F)cc3)C2=O)CC1 (stereo unspecified) ?
PglD DTNB: -3; C2C12 statin: -8

What do the screens show for `CCOC(=O)C1CCCN(S(=O)(=O)c2ccc(Br)c(OC)c2)C1` (stereo unspecified)?
PglD DTNB: 8; C2C12 statin: -1

Reprinted from the part before: 3 compounds; new compounds follow.
Results for CC1CCCC(NC(=O)COC(=O)c2cc(S(=O)(=O)N3CCCCC3)ccc2N2CCOCC2)C1C (stereo unspecified) ?
PglD DTNB: 1; C2C12 statin: 29

Results for O=C1CCCN1CCC1CCN(C2CC(=O)N(c3ccc(F)cc3)C2=O)CC1 (stereo unspecified) ?
PglD DTNB: -3; C2C12 statin: -8

What do the screens show for `CCOC(=O)C1CCCN(S(=O)(=O)c2ccc(Br)c(OC)c2)C1` (stereo unspecified)?
PglD DTNB: 8; C2C12 statin: -1

What do the screens show for `CCCC(=O)N(c1ccc(OCC)cc1)C1C=CS(=O)(=O)C1` (stereo unspecified)?
PglD DTNB: 1; C2C12 statin: -1

How did O=c1cc(CO)oc(CN2CCN(c3ccccc3F)CC2)c1O do in these assays?
PglD DTNB: 3; C2C12 statin: 8

How did CCOC(=O)c1cc(-c2ccc(C)o2)n[nH]1 do in these assays?
PglD DTNB: 4; C2C12 statin: 5

Results for Cn1c(SCc2cc(=O)[nH]c3ccccc23)nnc1-c1ccco1 ?
PglD DTNB: 3; C2C12 statin: 10

What do the screens show for `COCCN(C(=O)c1csnn1)C(C(=O)NC1CCCCC1)c1cccs1` (stereo unspecified)?
PglD DTNB: 2; C2C12 statin: -3

Only part of the results is shown, so the mix of outcomes need not match the whole.
